Source: PubChem BioAssay (Broad Institute)
FN deposition inh: fibronectin deposition inhibition | AH1F fibroblasts, Alexa488-fibronectin deposition fluorescence, overnight | inhibition, % at 12.6 µM | hit rate 0.086% among 350,000 | AID 743247;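 active = mean inhibition across replicates of 30% or more, regardless of how many single replicates reach that level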;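 note: positive control wells lacked labelled fibronectin entirely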
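Material: AH1F fibroblast monolayer depositing Alexa488-labelled fibronectin into matrix | Input: 10000 AH1F cells/well | Medium: DMEM plus 2% serum, read in PBS | Reagent: Alexa488-fibronectin, 24 nM final in well | Compound dosing: One dose per compound, pinned | Schedule: 1 h adhesion, overnight exposure | Measured by: Fluorescence at 485 nm excitation, 525 nm emission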
PglD inh: blocks C. jejuni PglD acetyltransferase activity; purified PglD enzyme, DTNB colorimetric CoA detection; hit rate 0.098% among 360,000; inhibition, % at 12.5 µM; in the data active = inhibition above about 16%, passing the limit was not always enough; note: strong numbers were not always called active
ERAP1 HTS inh: ERAP1 (human) enzyme inhibition; recombinant ERAP1, Leu-AMC fluorescence, 60 min; AID 652197; inhibition, % at 10.7 µM; hit rate 0.15% among 340,000; Q9NZ08;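 active = mean replicate inhibition of at least 30%, or all replicates individually reaching that 30% level; inactive = mean below 30% and not every replicate reaching it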;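 note: 0% = neutral control wells and 100% = L-leucinethiol positive control wells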
Target sequence (Q9NZ08 whole entry, looked up): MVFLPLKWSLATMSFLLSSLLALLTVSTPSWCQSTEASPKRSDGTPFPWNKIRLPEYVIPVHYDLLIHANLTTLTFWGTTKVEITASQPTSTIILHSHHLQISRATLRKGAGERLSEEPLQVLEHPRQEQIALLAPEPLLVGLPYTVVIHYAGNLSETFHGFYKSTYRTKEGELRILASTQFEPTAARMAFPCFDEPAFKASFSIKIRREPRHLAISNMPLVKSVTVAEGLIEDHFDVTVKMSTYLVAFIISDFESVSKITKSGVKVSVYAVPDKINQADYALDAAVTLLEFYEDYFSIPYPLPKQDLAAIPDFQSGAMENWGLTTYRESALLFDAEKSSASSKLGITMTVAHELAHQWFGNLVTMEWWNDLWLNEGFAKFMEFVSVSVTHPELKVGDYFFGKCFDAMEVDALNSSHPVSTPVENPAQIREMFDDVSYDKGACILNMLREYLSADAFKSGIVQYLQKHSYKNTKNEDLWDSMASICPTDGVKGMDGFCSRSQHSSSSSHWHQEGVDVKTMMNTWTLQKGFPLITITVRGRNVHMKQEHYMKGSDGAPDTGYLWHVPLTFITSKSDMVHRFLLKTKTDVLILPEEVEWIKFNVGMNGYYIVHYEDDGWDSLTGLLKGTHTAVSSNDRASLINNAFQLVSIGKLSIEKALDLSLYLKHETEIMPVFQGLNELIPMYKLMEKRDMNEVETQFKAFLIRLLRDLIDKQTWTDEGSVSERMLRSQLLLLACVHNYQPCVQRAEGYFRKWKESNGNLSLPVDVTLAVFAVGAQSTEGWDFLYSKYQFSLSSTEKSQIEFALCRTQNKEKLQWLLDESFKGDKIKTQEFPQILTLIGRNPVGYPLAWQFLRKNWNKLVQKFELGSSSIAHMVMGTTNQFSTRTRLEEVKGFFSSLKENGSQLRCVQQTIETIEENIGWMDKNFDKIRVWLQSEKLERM
PGC1a acetyl inh: lowers PGC1a acetylation signal in U2OS cells; AlphaScreen anti-acetyl-lysine; with virally co-expressed GCN5 acetyltransferase; inhibition, % at 15.6 µM; hit rate 0.17% among 350,000;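 active = every replicate shows inhibition of at least 40%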;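 note: 0% = neutral control wells and 100% = positive control wells; some results beyond the cut were filed as inactive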
PAX8 inh HTS: PAX8 transcriptional activity inhibition | inhibition, % at 12.6 µM | RMG-I TPO-luciferase reporter, SteadyGlo, 24 h | AID 652154 | hit rate 1.2% among 360,000;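 active = mean replicate inhibition at least 60% with every replicate also reaching 60%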;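 note: luciferase light reporting Pax8 driven TPO promoter activity; plate controls were median of neutral control wells for no effect and mitoxantrone controls for full effect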
EWS-Fli inh: blocks EWS/Fli oncoprotein-driven transcription; A673 NR0B1-luciferase reporter, viability-normalised; inhibition, % at 12.6 µM; hit rate 0.67% among 350,000;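 active = mean inhibition of at least 50% after viability correction, with every replicate also passing that limit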;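 note: firefly luciferase signal divided by Alamar Blue viability fluorescence both relative to DMSO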
S100A4 MyoIIA: inhibitors of human S100A4 binding to myosin IIA peptide. S100A4/TAMRA-MyoIIA peptide fluorescence polarization. inhibition, % at 10.7 µM. P26447. hit rate 0.14% among 360,000;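 active = mean inhibition of at least 70% across replicates, with every replicate also reaching that level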
Target sequence (P26447 whole entry, looked up): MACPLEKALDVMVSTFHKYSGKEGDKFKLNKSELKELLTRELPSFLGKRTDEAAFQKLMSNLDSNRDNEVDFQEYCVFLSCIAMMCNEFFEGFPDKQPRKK
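Material: S100A4 monomer (human). Medium: Calcium-containing HEPES buffer, pH 7.2. Probe or stimulus: labelled myosin peptide probe, 5 nM. Compound dosing: one concentration per compound. Timing: polarization read 5 min after assay mix addition, stable 5–60 min. Benchmarks: DMSO as neutral control, TFP as positive control.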
LGR2 inh: Drosophila LGR2 receptor signaling inhibition; HEK293 LGR2, CRE-luciferase, bursicon-stimulated, 4 h; inhibition, % at 9.99 µM; hit rate 0.35% among 380,000; AID 720647;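 active = drop in luminescence signal, shown as inhibition above about 50% in the replicate tests, limit read from the data, passing the limit was not always enough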;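 note: agonist challenge used bursicon conditioned medium at about half maximal strength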
* hit, by the source's call; nt = no result given.

[1] COC(=O)N1CCCCC1c1cc(C(=O)Nc2cccc3c2CCCC3)no1 (centres undefined)
[2] COc1ccc(N2C(=O)CC(Sc3n[nH]c(-c4ccccc4)n3)C2=O)cc1 (centres undefined)
[3] COc1ncc(-c2cccc3nccn23)c(OC)n1
[4] O=C1CN(S(=O)(=O)c2ccccc2)C[C@H]2[C@H](c3ccc(C#CCc4ccccc4)cc3)[C@H](CO)N12
[5] COc1cc(/C=N/NC(=O)C(Cc2c[nH]c3ccccc23)NC(=O)OCC(C)C)cc([N+](=O)[O-])c1O (centres undefined)
[6] Cc1cc(F)ccc1C(O)c1ncc(-c2cccc(F)c2)[nH]1 (centres undefined)

entry no.	1	2	3	4	5	6
FN deposition inh	-13	-2	nt	nt	-2	4
PglD inh	nt	0	-1	nt	nt	1
ERAP1 HTS inh	-6	16	2	0	6	4
PGC1a acetyl inh	5	7	1	8	nt	nt
PAX8 inh HTS	25	0	3	nt	3	3
EWS-Fli inh	-11	-7	0	0	8	3
S100A4 MyoIIA	1	8	2	1	-8	8
LGR2 inh	-1	2	31	8	16	-1

[7] COc1ccc(C2C(C(=O)c3cccs3)=C(O)C(=O)N2c2cccc(C)n2)cc1 (centres undefined)
[8] COc1cc(NC(=O)CSc2nc(C)cs2)cc(OC)c1
[9] CCN(C(=O)Cn1nc(C(=O)O)c2ccccc2c1=O)C1CCCCC1
[10] O=C(NCCC1=CCCCC1)c1ccc(F)cc1
[11] CCc1nc2ccc(C(=O)N3CCN(S(=O)(=O)CC)CC3)cn2c1N(C)C(=O)c1cccc(OC)c1
[12] CC(=O)Nc1ccc(S(=O)(=O)N2CCC(C(=O)NCCc3ccc(Cl)cc3)CC2)cc1

entry no.	7	8	9	10	11	12
FN deposition inh	-2	nt	-11	8	-5	-1
PglD inh	nt	-2	nt	-1	-2	5
ERAP1 HTS inh	8	0	-1	nt	0	0
PGC1a acetyl inh	nt	-6	0	5	1	-3
PAX8 inh HTS	-12	nt	8	-55	3	20
EWS-Fli inh	-3	-7	-1	nt	0	1
S100A4 MyoIIA	3	2	-4	nt	5	-2
LGR2 inh	-27	-8	6	8	23	9

[13] Cc1cccc(NC(=S)Nc2ccc(Cl)c(Cl)c2)c1
[14] Cc1ccccc1NC(=S)N(Cc1ccco1)C(C)c1cccs1 (centres undefined)
[15] C[C@H](O)C#Cc1cnc2c(c1)C(=O)N([C@H](C)CO)C[C@H](C)[C@@H](CN(C)C(=O)c1ccccc1)O2
[16] CCOc1ccc(N(CC(=O)NC(C)(C)C)C(=O)CCC(=O)Nc2nccs2)cc1
[17] [N-]=[N+]=N[C@@H](CCN1CC[C@H](O)CCC1=O)c1ccccc1
[18] S=c1[nH]nc(/C=C/c2ccccc2)o1

entry no.	13	14	15	16	17	18
FN deposition inh	8	2	3	6	9	-1
PglD inh	0	-1	0	-2	4	nt
ERAP1 HTS inh	0	nt	4	-1	-2	nt
PGC1a acetyl inh	6	-14	15	-10	nt	nt
PAX8 inh HTS	4	8	nt	-20	-3	-2
EWS-Fli inh	-4	2	-7	0	6	-4
S100A4 MyoIIA	-3	-5	-3	-1	1	-4
LGR2 inh	-47	1	17	13	8	-5

[19] COCC(=O)Nc1ccc2c(c1)C(=O)N(C)C[C@@H](OC)[C@H](C)CN(C(=O)c1ccccc1F)[C@H](C)CO2
[20] CCN(C(=O)COC(=O)CNC(=O)c1ccc(Cl)cc1Cl)c1c(N)n(Cc2ccccc2)c(=O)[nH]c1=O
[21] CC(=O)CC1c2cc(F)ccc2C=C(c2ccsc2)N1c1ccc(C#Cc2cncn2C)cc1 (centres undefined)
[22] O=S1(=O)CC2N=C(N(Cc3ccc(F)cc3Cl)c3ccccc3F)SC2C1 (centres undefined)
[23] Cn1c(SCC(N)=O)nnc1-c1ccc(S(=O)(=O)N2CCCC2)cc1
[24] CCC(=O)N1C[C@H](C)[C@H](OC)CN(C)C(=O)c2cc(NS(=O)(=O)CC)ccc2OC[C@H]1C

entry no.	19	20	21	22	23	24
FN deposition inh	-21	-2	-13	3	2	-9
PglD inh	1	-1	nt	nt	-1	8
ERAP1 HTS inh	3	0	2	-2	-3	2
PGC1a acetyl inh	2	11	nt	nt	nt	2
PAX8 inh HTS	1	-18	30	14	9	9
EWS-Fli inh	1	3	14	6	5	-2
S100A4 MyoIIA	-19	1	-3	-3	-4	1
LGR2 inh	1	-2	17	12	-2	3

[25] COc1ccc(OC2C(=O)N(Cc3ccc4c(c3)OCO4)C2c2cccs2)cc1 (centres undefined)
[26] COCC(=O)N1[C@H](CO)[C@@H](c2ccccc2)[C@@H]1CN(C)C(=O)c1ccccc1
[27] OC[C@@H](O)[C@@H](O[C@H]1O[C@H](CO)[C@@H](O)[C@H](O)[C@H]1O)[C@H](O)[C@@H](O)CO
[28] Cc1cc(Cl)ccc1NC(=S)N(CCCN1CCOCC1)Cc1cccs1
[29] CN(CC(=O)Nc1cccc(F)c1)C(=O)Cc1n[nH]c(=O)c2ccccc12
[30] C[C@H](NC(=O)c1ncn(Cc2ccccc2)c1C(=O)N[C@@H](C)c1ccccc1)c1ccccc1

entry no.	25	26	27	28	29	30
FN deposition inh	nt	-13	-7	-3	12	-30
PglD inh	-4	1	0	-2	nt	5
ERAP1 HTS inh	-2	0	2	nt	2	-3
PGC1a acetyl inh	-15	7	4	-33	nt	nt
PAX8 inh HTS	nt	-11	8	4	-6	4
EWS-Fli inh	nt	3	3	nt	-4	7
S100A4 MyoIIA	3	-3	-13	nt	-5	-3
LGR2 inh	22	-12	2	6	12	0

[31] CC1CCCCC1NC(=O)c1ccc(S(=O)(=O)NCC2CCCO2)cc1 (centres undefined)
[32] CC1CC(C)(C)N2C(=O)C(=C(C#N)C#N)c3cccc1c32 (centres undefined)
[33] CN1CCc2c(OCc3ccc(F)cc3)cccc2C1=O
[34] COC(=O)c1ccc(/C=C2/C(=O)Oc3ccccc32)cc1
[35] COc1ccc(NC(=O)N2CCOCC2)cc1OC
[36] Cc1ccc(S(=O)(=O)Nc2cccc3c2O[C@@H](CN(C)S(=O)(=O)c2ccc(Cl)cc2)[C@H](C)CN([C@@H](C)CO)C3=O)cc1

entry no.	31	32	33	34	35	36
FN deposition inh	-4	-1	-7	3	-2	nt
PglD inh	nt	nt	nt	nt	1	nt
ERAP1 HTS inh	-1	1	2	6	nt	1
PGC1a acetyl inh	3	-8	-2	nt	-11	7
PAX8 inh HTS	17	-6	-11	5	2	-19
EWS-Fli inh	13	4	-12	0	nt	-5
S100A4 MyoIIA	-2	4	-3	2	nt	-14
LGR2 inh	10	nt	nt	-6	nt	-9

Some of the entries above in another layout:
| No. | Molecule | FN deposition inh | PglD inh | ERAP1 HTS inh | PGC1a acetyl inh | PAX8 inh HTS | EWS-Fli inh | S100A4 MyoIIA | LGR2 inh |
| --- | --- | --- | --- | --- | --- | --- | --- | --- | --- |
| 33 | CN1CCc2c(OCc3ccc(F)cc3)cccc2C1=O | -7 | nt | 2 | -2 | -11 | -12 | -3 | nt |
| 34 | COC(=O)c1ccc(/C=C2/C(=O)Oc3ccccc32)cc1 | 3 | nt | 6 | nt | 5 | 0 | 2 | -6 |
| 35 | COc1ccc(NC(=O)N2CCOCC2)cc1OC | -2 | 1 | nt | -11 | 2 | nt | nt | nt |

Additional results.
[37] CCc1nnc(SCC(=O)NCCC2=CCCCC2)nc1CC
[38] Cc1ccc(C)c(C(O)c2ncc(-c3ccc(Cl)cc3)[nH]2)c1 (centres undefined)
[39] CCCC#Cc1ccc2c(c1)O[C@@H](CN(C)C(=O)C1CC1)[C@@H](C)CN([C@@H](C)CO)S2(=O)=O
[40] Cc1ccc(CC(=O)Nc2ccc(OC(F)F)c(Cl)c2)cc1C
[41] C[C@H](CO)N1C[C@H](C)[C@H](CN(C)S(=O)(=O)c2ccc(F)cc2)Oc2ncc(C#CC3(O)CCCC3)cc2C1=O
[42] CN(C)S(=O)(=O)c1cccc(NC(=O)CCc2c[nH]c3ccccc23)c1

entry no.	37	38	39	40	41	42
FN deposition inh	4	nt	nt	nt	nt	-7
PglD inh	4	2	0	nt	-2	nt
ERAP1 HTS inh	1	-1	0	6	-1	0
PGC1a acetyl inh	nt	-3	-65	-7	-4	-3
PAX8 inh HTS	-7	-8	nt	19	-12	10
EWS-Fli inh	-7	-1	8	4	4	28
S100A4 MyoIIA	-11	0	0	-3	5	3
LGR2 inh	5	4	0	2	-7	-5

[43] COCCNC(=O)CN(C(=O)CCC(=O)Nc1ccccn1)c1cc(C)ccc1C
[44] Cc1cccc(CSc2nnc(-c3ccco3)o2)c1
[45] O=C(NCc1ccc(F)cc1)c1cc(C2CCCCN2C(=O)c2ccccc2)on1 (centres undefined)
[46] CCCc1cc(Nc2ccccc2OCC)n2ncnc2n1
[47] N#C[C@@H]1N[C@H](CO)[C@@H]1c1ccc(-c2ccccc2F)cc1
[48] COc1ccc(CCNC(=O)Nc2ccc3nc([C@@H]4O[C@H](CO)[C@@H](O)[C@H](O)[C@H]4O)[nH]c3c2)cc1Br

entry no.	43	44	45	46	47	48
FN deposition inh	5	1	-9	-8	-1	-7
PglD inh	20	nt	2	-4	-2	-2
ERAP1 HTS inh	-1	-2	-1	nt	2	nt
PGC1a acetyl inh	-3	3	2	-24	6	nt
PAX8 inh HTS	5	-33	2	-2	-13	-23
EWS-Fli inh	18	-26	3	nt	-8	-6
S100A4 MyoIIA	-5	0	-3	nt	22	6
LGR2 inh	13	0	-22	nt	-16	16

[49] Nc1ccc2oc3ccccc3c2c1
[50] CCCNC(=O)N1[C@@H]2Cn3c(ccc(-c4ccccc4OC)c3=O)[C@H]1[C@@H](C(=O)N(C)C)[C@@H]2CO
[51] CCOC(=O)c1c(CN(CC)CC)n(C)c2cc(Br)c(O)cc12
[52] Cc1ccc(SC(C)C(=O)NCc2ccc(F)cc2)cc1 (centres undefined)
[53] Cc1ccc(NC(=O)OCCNC(=O)OC(C)C)cc1
[54] CCCn1c(SCC(=O)Nc2cccc(S(=O)(=O)N3CCCC3)c2)n[nH]c1=O
[55] CCOc1ncccc1C(=O)OCC(=O)NC(=O)NC(C)C
[56] O=C(CNc1cccc2ccccc12)N/N=C/c1ccc([N+](=O)[O-])o1
[57] O=C(NCc1nnnn1-c1ccc(F)c(F)c1)c1ccc2c(c1)OCO2

entry no.	49	50	51	52	53	54	55	56	57
FN deposition inh	8	nt	1	14	18	1	nt	12	-3
PglD inh	nt	-4	nt	nt	nt	nt	nt	-1	-2
ERAP1 HTS inh	-2	-2	nt	0	2	-4	-2	2	0
PGC1a acetyl inh	nt	nt	-12	nt	6	nt	nt	nt	-5
PAX8 inh HTS	-2	-3	-5	-1	-67	3	10	49	4
EWS-Fli inh	nt	0	1	-8	-43	4	1	36	-2
S100A4 MyoIIA	-6	10	6	1	-1	0	-7	4	-1
LGR2 inh	-17	13	4	-25	-94	-7	-1	19	6
